# Source: PubChem (several laboratories)
# VCAM1 TNFa inh = reduces TNF alpha induced VCAM1 expression in HUVEC. 0.48% of 95,000 active. HUVEC TNFa-induced VCAM-1 immunofluorescence, high-content imaging. inhibition, % at 2 µM;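 active = inhibition above the batch mean plus 3 SD, with images confirmed as a hit by eye, cut at about 37% in these data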;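 also: 0% = TNF-stimulated DMSO wells and 100% = unstimulated control wells; not every result past the cut was called active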
# Candida biofilm = kills Candida albicans biofilms | inhibition, % at 6 µM | C. albicans biofilm + clotrimazole, Alamar Blue | 0.14% of 85,000 active;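 active = inhibition above 20%; inactive = inhibition below 20%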;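 also: preformed 24 hr biofilms exposed to compound for 48 hr; 0% = biofilm without compound and 100% = blank killed by clotrimazole plus chlorhexidine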
# DAT uptake mod = modulates human dopamine transporter uptake under cocaine; Q01959; LLC-PK1 hDAT cells, [14C]-dopamine uptake with cocaine IC80; actives deviate in either direction; B-score at 10 µM; 1.3% of 110,000 active;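 active = Z score or B-score, a plate-position-corrected score, falls beyond the plate's 99.7% confidence bounds, in either direction; inactive = both scores lie inside the 99.7% bounds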;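 also: scored against the spread of the other compound wells on the same plate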
# Target sequence (Q01959 whole entry, looked up): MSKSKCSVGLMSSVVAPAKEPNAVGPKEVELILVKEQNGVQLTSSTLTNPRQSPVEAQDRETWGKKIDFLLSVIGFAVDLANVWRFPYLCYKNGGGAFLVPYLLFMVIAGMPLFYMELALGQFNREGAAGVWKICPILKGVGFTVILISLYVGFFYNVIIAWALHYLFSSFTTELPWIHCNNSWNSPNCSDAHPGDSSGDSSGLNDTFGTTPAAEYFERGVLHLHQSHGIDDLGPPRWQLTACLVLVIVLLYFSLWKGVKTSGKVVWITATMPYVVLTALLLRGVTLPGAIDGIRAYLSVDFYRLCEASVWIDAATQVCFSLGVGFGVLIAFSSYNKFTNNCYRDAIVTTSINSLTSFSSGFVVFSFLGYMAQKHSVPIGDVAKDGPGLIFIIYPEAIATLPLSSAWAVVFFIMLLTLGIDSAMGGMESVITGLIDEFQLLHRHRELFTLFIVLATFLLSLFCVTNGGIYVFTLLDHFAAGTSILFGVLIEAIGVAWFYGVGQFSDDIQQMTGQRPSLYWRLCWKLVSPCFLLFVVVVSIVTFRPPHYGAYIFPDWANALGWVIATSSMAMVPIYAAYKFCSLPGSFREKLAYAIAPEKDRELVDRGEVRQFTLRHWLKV
# TNFa cytotox = HUVEC cytotoxicity counter-screen, TNF alpha stimulated; HUVEC TNFalpha-stimulated, Hoechst cell count, imaging; cell count reduction, % at 2 µM; 0.17% of 93,000 active;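 active = cell count reduction exceeding the screen mean by over 5 SD, scaled to untreated wells per plate, cut at about 78% in these data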;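 also: cells counted after 24 h of TNF alpha exposure following the 1 h pretreatment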
# CYP2C9 inhib = inhibitors of human CYP2C9 | CYP2C9 Supersomes, luciferin-H conversion, luminescence | inhibition, % at 5 µM | 20% of 96,000 active | AID 777;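 active = blocking of liver enzyme CYP2C9 beyond about 50% at 5 µM, limit read from the data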; also: values of inactives mirror those of a sister screen read the other way
# HUVEC tox IL1B = toxic to HUVEC cells under IL-1B stimulation; cell count reduction, % at 2 µM; HUVEC cell count loss, Hoechst imaging, IL-1B stimulated; 0.41% of 94,000 active;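 active = cell count reduction more than 3 SD above the screen-wide mean, cut at about 70% in these data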;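 also: normalized per plate to untreated control cells as the no-loss baseline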
# CYP2C9 act = activators of human CYP2C9; P11712; recombinant CYP2C9, luciferin-H conversion, luminescence; hits give high values; factor 1 = untreated enzyme, 0 = blocked; activation factor at 5 µM; 1.4% of 96,000 active; AID 1024;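 active = activation factor of 2 or more for CYP2C9 at a 5 µM dose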;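 also: 0 = sulfaphenazole-blocked wells and 1 = vehicle-only wells; values of inactives mirror those of a sister screen read the other way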
# CYP2C19 inh = inhibitors of human CYP2C19. CYP2C19 Supersomes, luciferin-H EGE luminescence, 30 min. AID 778. inhibition, % at 5 µM. 21% of 96,000 active;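 active = CYP2C19 inhibition above a set limit at 5 µM in the primary screen, cut at about 50% in these data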;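 also: plate controls were negative control wells for no effect and 2.5 mM tranylcypromine positive control for full effect; values of inactives mirror those of a sister screen read the other way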
# Target sequence (P33261 whole entry, looked up): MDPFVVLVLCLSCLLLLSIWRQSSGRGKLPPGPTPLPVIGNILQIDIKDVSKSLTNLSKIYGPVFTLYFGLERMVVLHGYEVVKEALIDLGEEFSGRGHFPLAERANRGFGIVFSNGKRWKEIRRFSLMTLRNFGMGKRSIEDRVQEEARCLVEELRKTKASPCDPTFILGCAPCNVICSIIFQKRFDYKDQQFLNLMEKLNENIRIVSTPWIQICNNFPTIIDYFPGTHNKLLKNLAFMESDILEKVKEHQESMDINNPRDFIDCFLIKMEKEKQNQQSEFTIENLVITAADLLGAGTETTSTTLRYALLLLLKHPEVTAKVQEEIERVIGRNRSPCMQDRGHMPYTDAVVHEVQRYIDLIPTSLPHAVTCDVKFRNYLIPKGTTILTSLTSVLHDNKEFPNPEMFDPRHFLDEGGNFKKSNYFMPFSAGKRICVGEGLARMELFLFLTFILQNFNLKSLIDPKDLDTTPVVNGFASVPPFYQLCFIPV
# CYP2C19 activ = increases human CYP2C19 enzyme activity | recombinant CYP2C19, luciferin-H EGE luminescence; hits give high values; 0 = fully inhibited enzyme, 1 = untreated enzyme | activation factor at 5 µM | 96,000 tested, under 10 active;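 active = activation factor of at least 2 at 5 µM in the primary screen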;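 also: 0 = wells with 2.5 mM tranylcypromine and 1 = vehicle-only wells; values of inactives mirror those of a sister screen read the other way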
# Numbers without * were called inactive; / = not tested or not shown.
Compound	VCAM1 TNFa inh	CYP2C19 inh	Candida biofilm	DAT uptake mod	CYP2C9 act	CYP2C9 inhib	CYP2C19 activ	TNFa cytotox	HUVEC tox IL1B
O=C(O)C12C3CCCC1C32c1ccccc1 (stereo unspecified)	3	9	8	-1.1	1	0	0.9	-21	-20
CCOC(=O)C1=C(N)Oc2cc(C)oc(=O)c2C12C(=O)N1c3c(cccc32)C(C)CC1(C)C (stereo unspecified)	-25	10	7	-1.2	1.1	-8	0.9	-18	-61
CC(C)c1ccc(O)c(CN2CCN(c3ccccc3)CC2)c1	3	20	4	0.17	0.8	19	0.8	-25	-18
CCC(=O)Nc1ccc(N2CCN(CC)CC2)c(Cl)c1	20	1	6	/	1	0	1	-16	-4
COc1cc(C2SCC(=O)Nc3c2c(C)nn3-c2ccccc2)cc(OC)c1OC (stereo unspecified)	9	79*	7	0.014	0.3	69*	0.2	0	-35
CC(Cc1ccccc1)NC(=O)NC(C)Cc1ccccc1 (stereo unspecified)	-33	47	-1	0.036	0.5	47	0.5	-12	/
COc1cc(/C=C2\C(=O)NC(=O)N(c3ccccc3)C2=O)cc(OC)c1O	6	-8	5	0.013	1.3	-32	1.1	-16	10
Cc1cccn2c(=O)c3c(nc12)N1CCc2ccccc2C1C1(C3)C(=O)NC(=O)N(C)C1=O (stereo unspecified)	-2	0	7	-1.9	1	3	1	7	-12
O=c1[nH]c(=O)n(CCC2=CCCCC2)c(O)c1C=Nc1cccc(F)c1	-2	5	5	-0.49	1.1	-12	0.9	-2	-14
C[C@H]1CCCC(=O)CCC/C=C/c2cc(O)cc(O)c2C(=O)O1	6	88*	4	-0.057	0.1	90*	0.1	2	29
Cn1c(C(=O)O)c(CC(=O)N2CCN(Cc3ccccc3)CC2)c2ccccc21	15	-7	/	-0.76	1.1	-8	1.1	-4	2
O=C(COc1ccccc1)N1CCN(Cc2c[nH]c3ccccc23)CC1	/	3	5	0.031	0.9	12	1	/	/
COC(=O)c1ccc(CN2CCN(Cc3ccccc3)CC2)cc1	4	49	10	0.8	1	0	0.5	-14	-11
Cc1nc2cc(C(F)(F)F)ccc2n1C1CCN(Cc2nnnn2Cc2cccs2)CC1	/	24	6	2	0.2	79*	0.8	/	/
Cc1cc(OCC(=O)Nc2cc(C)nn2-c2ccccn2)c2c3c(c(=O)oc2c1)CCC3	/	3	1	/	0.5	48	1	/	/
O=c1[nH]c(=O)n(C2CCCCC2)c(O)c1C1NCCc2ccccc21 (stereo unspecified)	/	-7	5	-0.078	0.9	9	1.1	/	/
CCOC(C(=O)OCCC[N+](C)(CC)CC)(c1ccccc1)c1ccccc1	-43	6	-3	-1.1	0.8	24	0.9	/	-32
COc1ccc(CCNCc2ccccn2)cc1OC	17	14	9	0.014	0.9	9	0.9	-8	-8
COc1ccc(CN2CCN(c3ccccc3)CC2)c(C)c1C	-11	83*	/	-0.61	1	-3	0.2	-6	8
Clc1ccc(-c2nc3ccc(Cl)cn3c2CN2CCOCC2)cc1	6	77*	/	0.22	0.4	64*	0.2	-12	-14
CC(=O)Nc1ccc(OC(=O)N(C)c2ccccc2)cc1	-3	12	7	-0.63	0.9	5	0.9	-5	3
O=C1NC(=O)N(C2CCCCC2)C(=O)C1C1c2ccccc2C(=O)N1Cc1ccccc1 (stereo unspecified)	3	8	-2	-0.1	0.5	47	0.9	-43	-18
COc1cccc(-c2cc(C(F)(F)F)n3nc(C(=O)N4CCC5(CC4)OCCO5)cc3n2)c1	21	77*	-1	0.97	0.3	69*	0.2	-23	-19
CCCCN1CCC(O)(c2ccccc2)C(C(=O)c2ccccc2)C1 (stereo unspecified)	-16	/	6	-1.2	/	/	/	/	8
CCN1CCC2(CCNC2)C1 (stereo unspecified)	-2	-24	5	-0.3	1.2	-19	1.2	-17	-6
COc1ccc(CCn2c(O)c(C=NC3CC3)c(=O)[nH]c2=O)cc1OC	12	95*	4	-0.9	0.8	16	0.1	-25	7
CN1C(=O)C(Cc2c[nH]c3ccccc23)C(=O)N(C)C1=O	19	-3	9	/	0.8	21	1	12	-15
O=c1[nH]c(=O)n(Cc2ccc(F)cc2)c(O)c1C=NCCCn1ccnc1	-3	33	4	-0.52	0.1	86*	0.7	-3	8
Cc1ccc(N2C(=O)/C(=C/c3ccc(CN(CCC#N)S(C)(=O)=O)o3)C(=O)NC2=S)cc1	-21	11	/	-1.2	0.5	47	0.9	9	-8
O=C(c1cc2c(s1)CCCC2)N1CCC2(CC1)OCCO2	24	92*	0	-0.035	0.7	30	0.1	6	-5
O=P(O)(O)COc1ccccc1O	1	1	3	2	1	3	1	-33	3
Cc1cccc(-n2c(C)nc3ccccc3c2=O)n1	24	/	4	-2.1	/	/	/	-24	-39
CC(C)NS(=O)(=O)c1ccc(OCC(=O)N2CCN(C)CC2)cc1	5	-8	1	1.9	1	-2	1.1	-48	-13
CCOCCCn1c(N)c(C(=O)Nc2sc3c(c2C(=O)OC)CCCC3)c2nc3ccccc3nc21	-7	14	/	0.3	0.8	20	0.9	-18	22
Cc1c(N=Cc2c(O)n(Cc3ccco3)c(=O)[nH]c2=O)c(=O)n(-c2ccccc2)n1C	6	-1	/	-0.2	1.2	-17	1	-6	-24
O=C(CNS(=O)(=O)c1ccc(Br)s1)N1CCC2(CC1)OCCO2	30	58*	7	-0.36	0.7	27	0.4	59	14
Nc1nnc(CCN2CCCCC2)s1	4	/	6	-0.26	/	/	/	-14	-78
COc1ccc(CCNCc2ccc(SC)cc2)cc1	16	81*	/	0.69	1	-3	0.2	19	10
CC[N+](CC)(CC)CCCOC(=O)C(O)(c1ccccc1)C1CCCCC1 (stereo unspecified)	1	-17	3	-1.3	1.3	-33	1.2	-21	-9
CCC(=NCc1ccco1)c1c(O)n(-c2ccccc2)c(=O)[nH]c1=O	-12	54*	/	0.59	0.9	8	0.5	-6	16
O=P(Nc1ccccc1Cl)(c1ccccc1)c1nc2c(s1)CCCC2 (stereo unspecified)	-6	16	/	-0.7	0.8	25	0.8	22	24
Cc1ccccc1-n1c(-c2ccco2)nc2ccccc2c1=O	0	/	2	-0.44	/	/	/	-19	-13
CC(C(N)=O)N1CC(c2ccc(Cl)cc2)CC1=O (stereo unspecified)	-4	34	3	0.063	0.9	6	0.7	-11	-27
COc1ccc(CC2C(=O)N(c3ccccc3)C(=O)N(c3ccccc3)C2=O)c(OC)c1	3	16	5	-0.53	1	3	0.8	-11	-8
COC(=NC1CCCC1)C(O)c1c[nH]c2ccccc12 (stereo unspecified)	-8	/	13	0.028	/	/	/	8	-218
CCN(CC)CCCC(C)N=C(c1ccccc1)c1c(O)n(C)c(=O)n(C)c1=O (stereo unspecified)	-47	-18	/	-0.54	0.9	14	1.2	-23	-24
CCN1C(=O)NC(=O)/C(=C\c2ccc(N3CCOCC3)cc2OC)C1=O	2	15	/	/	0.9	9	0.8	-6	-20
COC(=O)CSC1=NP(=S)(SCC(=O)OC)N2CCCC2=C1C#N (stereo unspecified)	/	49	6	0.44	0.7	33	0.5	/	-35
CCCCn1c(O)c(C(C)=NC(Cc2c[nH]c3ccccc23)C(=O)OC)c(=O)[nH]c1=O (stereo unspecified)	2	95*	-6	2.7*	0	97*	0	-9	8
C=CCN1C(=O)C2(C(C(=O)OCC)=C(N)Oc3ccccc32)c2c1c1ccccc1oc2=O (stereo unspecified)	-12	21	-3	-0.018	0.5	53*	0.8	14	-4
COC(=O)CC1=C(C(=O)OC)C2(C(=O)N(C)c3ccccc32)C(C#N)=C(N)O1 (stereo unspecified)	/	-10	7	0.0023	1.1	-10	1.1	/	/
Fc1ccc(CCNCc2cccc(Cl)c2)cc1	-4	92*	/	0.13	0.9	7	0.1	1	-14
O=C1CC(N2CCC(n3c(=O)[nH]c4ccccc43)CC2)C(=O)N1Cc1ccccc1 (stereo unspecified)	-10	44	7	1.4	1.5	-53	0.6	13	16
CCC(C)(C)n1nnnc1C(c1cccs1)N1CC=C(c2ccc(F)cc2)CC1 (stereo unspecified)	-14	56*	7	0.061	0.2	79*	0.4	-26	-20
Cc1cc(C)cc(NC(=S)NC2CC3CCCC(C2)N3Cc2cccs2)c1 (stereo unspecified)	10	22	/	0.19	0.9	8	0.8	13	-1
O=P(C(c1c[nH]c2ccccc12)N1CCOCC1)(N1CCOCC1)N1CCOCC1 (stereo unspecified)	10	-10	10	0.51	0.2	75*	1.1	-10	-115
C=CCN1C(=O)NC(=O)/C(=C/c2cccn2C)C1=O	-24	-3	/	-1.5	0.7	26	1	-38	2
CCN1/C(=C\C=C\C2=[N+](CC)c3ccccc3C2(C)C)C(C)(C)c2ccccc21	88*	92*	-13	/	0.3	69*	0.1	23	-18
CSCCC(N=Cc1c(O)n(-c2ccc(Br)cc2)c(=O)[nH]c1=O)C(=O)OC(C)(C)C (stereo unspecified)	7	-2	1	1.4	1.6	-56	1	-11	-15
CN1CCC(n2nccc2N)CC1	-2	-14	3	-0.024	1.2	-19	1.1	-26	16

# Record cards (already shown). Values in the order: VCAM1 TNFa inh, CYP2C19 inh, Candida biofilm, DAT uptake mod, CYP2C9 act, CYP2C9 inhib, CYP2C19 activ, TNFa cytotox, HUVEC tox IL1B
# CCCCn1c(O)c(C(C)=NC(Cc2c[nH]c3ccccc23)C(=O)OC)c(=O)[nH]c1=O (stereo unspecified) is listed with 2, 95*, -6, 2.7*, 0, 97*, 0, -9, 8
# CSCCC(N=Cc1c(O)n(-c2ccc(Br)cc2)c(=O)[nH]c1=O)C(=O)OC(C)(C)C (stereo unspecified) is listed with 7, -2, 1, 1.4, 1.6, -56, 1, -11, -15
# O=C1CC(N2CCC(n3c(=O)[nH]c4ccccc43)CC2)C(=O)N1Cc1ccccc1 (stereo unspecified) is listed with -10, 44, 7, 1.4, 1.5, -53, 0.6, 13, 16
# Fc1ccc(CCNCc2cccc(Cl)c2)cc1 is listed with -4, 92*, /, 0.13, 0.9, 7, 0.1, 1, -14

# Later entries.
Compound	VCAM1 TNFa inh	CYP2C19 inh	Candida biofilm	DAT uptake mod	CYP2C9 act	CYP2C9 inhib	CYP2C19 activ	TNFa cytotox	HUVEC tox IL1B
O=C(Cc1ccccc1)N1CCN(Cc2c[nH]c3ccccc23)CC1	-5	62*	6	0.4	0.5	46	0.4	8	18
O=C1NC(=O)C(CCc2ccncc2)(C2CCCCC2)C(=O)N1	-2	64*	1	/	0.3	70*	0.4	-16	-7
O=c1[nH]c(=O)n(CCC2=CCCCC2)c(O)c1C=NCCN1CCNCC1	-32	3	6	/	0.8	24	1	-2	5
COc1ccc(CCNCc2ccncc2)cc1	9	90*	/	-0.64	0.3	72*	0.1	1	-11
CC(C)(C)c1nc(NCc2ccc3c(c2)OCO3)c2nnn(Cc3ccccc3Cl)c2n1	-4	/	-2	-0.018	/	/	/	12	-26
CC12CN3CC(C)(CN(C1)C3c1cccnc1)C2=O (stereo unspecified)	2	5	-2	-1.2	1	2	0.9	1	-25
CCOC(=O)c1c(N)n(CCCOC(=O)c2ccco2)c2nc3ccccc3nc12	9	66*	7	1.4	0.1	86*	0.3	-20	1
CCOc1ccc2nc(N3CCC(C(=O)N4CCC5(CC4)OCCO5)CC3)sc2c1	4	10	2	0.24	1.1	-6	0.9	-21	-23
Clc1ccccc1CN1CCN(c2ccccc2Cl)CC1	-9	44	-3	1.5	0.9	14	0.6	6	16
CCCOP(=O)(O)c1c([N+](=O)[O-])cc(C(F)(F)F)cc1[N+](=O)[O-] (tested in a mixture with another compound)	-5	8	2	0.059	0.8	20	0.9	-13	6

# These rows are one share of the data. The share of hits here may be higher or lower than overall.
